Bioassay records from PubChem BioAssay.
p53 PUMA act: mutant p53 pathway re-activators, primary screen, cell-based, SW480, luciferase, single point, HTS. 28,000 compounds, 1.5% hits. AID 624151, 2012. activation, % at 9.98 µM. SW480 PUMA-promoter luciferase, p53 mutant reactivation; in the data active = activation above about 52%
STK33 kin inh: STK33 kinase inhibitors, primary screen, biochemical, luminescence, ADP-Glo, MBP substrate. Serine/threonine-protein kinase 33 (Homo sapiens), Q9BYT3. inhibition, % at 12.5 µM. 27,000 compounds, 0.44% hits. AID 2322, 2010; in the data active = inhibition above about 20%
Target sequence (Q9BYT3 whole entry, looked up): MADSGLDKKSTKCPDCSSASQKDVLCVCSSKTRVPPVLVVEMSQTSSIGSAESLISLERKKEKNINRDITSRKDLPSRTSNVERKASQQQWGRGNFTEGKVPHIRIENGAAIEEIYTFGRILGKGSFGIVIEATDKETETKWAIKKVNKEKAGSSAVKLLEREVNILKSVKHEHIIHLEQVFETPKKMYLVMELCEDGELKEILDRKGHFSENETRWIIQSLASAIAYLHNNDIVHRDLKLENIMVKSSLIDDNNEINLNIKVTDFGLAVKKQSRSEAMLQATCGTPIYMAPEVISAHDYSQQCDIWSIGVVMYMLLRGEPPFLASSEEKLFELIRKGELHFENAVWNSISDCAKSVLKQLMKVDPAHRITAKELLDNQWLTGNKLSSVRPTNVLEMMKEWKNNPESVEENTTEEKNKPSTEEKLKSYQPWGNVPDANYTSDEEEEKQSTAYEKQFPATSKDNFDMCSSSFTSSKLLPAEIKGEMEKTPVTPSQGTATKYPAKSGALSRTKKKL
* = called active by the depositor.

Screening OCCNc1nc2ccccc2n1CCOc1ccccc1 returned p53 PUMA act -9 and STK33 kin inh 1.
Screening C[C@@H]1CN([C@H](C)CO)C(=O)Cc2cc(NC(=O)CCC(F)(F)F)ccc2O[C@H]1CN(C)Cc1ccc(C(F)(F)F)cc1 returned STK33 kin inh -2.
For Cc1c(NC(=O)CCCC(=O)O)cccc1C(=O)O the results were p53 PUMA act 4 and STK33 kin inh 2.
CC(C)C#Cc1cnc2c(c1)C(=O)N([C@@H](C)CO)C[C@@H](C)[C@@H](CN(C)Cc1ccccc1)O2 was read as p53 PUMA act 6.
Screening CC(C)C#Cc1ccc2c(c1)O[C@@H](CN(C)C(=O)CC1CC1)[C@@H](C)CN([C@H](C)CO)S2(=O)=O returned p53 PUMA act 4.
For O=C(COc1ccc([N+](=O)[O-])cc1)Nc1cc(Cl)ccc1O the results were p53 PUMA act 4 and STK33 kin inh -2.
`C[C@@H]1CN([C@@H](C)CO)C(=O)Cc2cc(NC(=O)Nc3ccc(C(F)(F)F)cc3)ccc2O[C@@H]1CN(C)Cc1ccc(Cl)c(Cl)c1` gave STK33 kin inh 0.
For CCc1c(O)nc(SCC(=O)Nc2ccccc2OC)n(-c2ccccc2)c1=O the results were p53 PUMA act 7 and STK33 kin inh -2.
Screening C[C@H](CO)N1C[C@H](C)[C@H](CN(C)C(=O)NC2CCCCC2)Oc2c(NS(=O)(=O)c3cn(C)cn3)cccc2C1=O returned p53 PUMA act 7.
`C=CCOC(=O)[C@H]1[C@@H]2C(=O)O[C@@H](c3ccccc3)[C@@H](c3ccccc3)N2[C@@H](c2ccc(OCCOC(=O)[C@@H]3C[C@@H]4C(=O)N[C@@H](Cc5ccccc5)C(=O)N4[C@@H]3c3cccc(OCCO)c3)cc2)[C@]12C(=O)Nc1ccc(I)cc12` gave STK33 kin inh 13.
`O=[N+]([O-])c1nn(-c2ccc(Cl)cc2)n(O)c1=NCC1CCCO1` (centres undefined) gave p53 PUMA act -5 and STK33 kin inh 3.
Screening Cc1ccc(S(=O)(=O)N(C)C[C@H]2Oc3ccc(NS(C)(=O)=O)cc3CC(=O)N([C@@H](C)CO)C[C@@H]2C)cc1 returned STK33 kin inh -2.
`O=C(Cn1c(=O)oc2ccccc21)Nc1ccc(S(=O)(=O)N2CCCC2)cc1` gave p53 PUMA act -11 and STK33 kin inh 1.
COc1ccc(S(=O)(=O)Nc2ccc3c(c2)CC(=O)N([C@@H](C)CO)C[C@H](C)[C@H](CN(C)C(=O)NC(C)C)O3)cc1 was read as STK33 kin inh 3.
`CNC[C@H]1Oc2c(NC(=O)Nc3ccccc3)cccc2C(=O)N([C@@H](C)CO)C[C@@H]1C` gave p53 PUMA act 2.
`C[C@@H]1CN([C@H](C)CO)C(=O)Cc2cc(NC(=O)C3CCCCC3)ccc2O[C@H]1CN(C)Cc1ccc2c(c1)OCO2` gave STK33 kin inh -2.
Screening Cc1cc(=O)[nH]c(SCCOc2c(C)ccc(C)c2Cl)n1 returned p53 PUMA act 6 and STK33 kin inh -3.
For C[C@@H]1CN([C@@H](C)CO)C(=O)c2cc(NC(=O)CCCN(C)C)ccc2O[C@@H]1CN(C)S(=O)(=O)c1cccs1 the results were STK33 kin inh 0.
For COc1ccc(S(=O)(=O)Nc2ccc3c(c2)C(=O)N([C@H](C)CO)C[C@H](C)[C@H](CN(C)CC2CC2)O3)cc1 the results were p53 PUMA act 3 and STK33 kin inh -2.
C[C@@H]1CCCCO[C@H](CN(C)C(=O)Nc2ccc(F)cc2)[C@@H](C)CN([C@H](C)CO)C(=O)c2cc(NC(=O)c3ccncc3)ccc2O1 was read as STK33 kin inh 2.
Screening Cc1cc(C)n2nc3nc(N4CCOCC4)nc(-c4ccc(C(C)C)cc4)c3c2n1 returned p53 PUMA act -28.
Screening O=C1c2c(O)cc(O)cc2O[C@@H](c2ccc(O)cc2)[C@H]1[C@@H]1C(=O)c2c(O)cc(O)cc2O[C@H]1c1ccc(O)cc1 returned p53 PUMA act -77 and STK33 kin inh 16.
For Cc1cc(-n2c(SCC(=O)Nc3ccccc3)nnc2-c2cccnc2)ccc1Cl the results were p53 PUMA act 7 and STK33 kin inh 4.
For COc1ccc(-c2nnc(SCC(=O)Nc3cccc(C)c3C)o2)cc1 the results were p53 PUMA act -2 and STK33 kin inh 1.
`C[C@H](CO)N1C[C@H](C)[C@@H](CN(C)C(=O)Nc2ccc(F)cc2)Oc2c(NC(=O)C3CCOCC3)cccc2C1=O` gave p53 PUMA act -7 and STK33 kin inh -1.
COc1ccccc1N(CC(=O)Nc1ccc(C(F)(F)F)cc1)S(C)(=O)=O was read as p53 PUMA act -5 and STK33 kin inh -1.
`Cc1[nH]c2ccccc2c1C(=O)CSc1nc2sc(C)c(C)c2c(=O)n1-c1ccccc1` gave p53 PUMA act -7 and STK33 kin inh 1.
Screening C[C@H](CO)N1C[C@H](C)[C@H](CN(C)C(=O)c2ccc(F)cc2)Oc2cc(C3=CCCC3)ccc2S1(=O)=O returned p53 PUMA act -14.
Screening C[C@@H]1CN([C@H](C)CO)C(=O)Cc2cc(NC(=O)Cc3cn(C)c4ccccc34)ccc2O[C@@H]1CN(C)Cc1ccccc1 returned STK33 kin inh 1.
COc1ccc([N+](=O)[O-])cc1NC(=O)CN(c1ccc(C)cc1)S(C)(=O)=O was read as p53 PUMA act 7 and STK33 kin inh -2.
Screening C[C@@H]1CN([C@H](C)CO)C(=O)c2cc(N(C)C)ccc2O[C@@H](C)CCCCO[C@H]1CN(C)C(=O)Nc1ccccc1 returned p53 PUMA act 3.
`CC(C)NC(=O)N(C)C[C@H]1Oc2ccc(NC(=O)Nc3cccc4ccccc34)cc2CC(=O)N([C@H](C)CO)C[C@H]1C` gave STK33 kin inh -2.
`C[C@H](CO)N1C[C@H](C)[C@H](CN(C)C(=O)Nc2ccccc2C(F)(F)F)OCc2cnnn2CCCC1=O` gave STK33 kin inh -1.
Screening Cc1cc(O)c(C=O)c2c1C(=O)Oc1c(C)c(O)c3c(c1O2)C(O)OC3=O (centres undefined) returned STK33 kin inh 59*.
CC(C)NC(=O)N(C)C[C@@H]1Oc2ccc(NC(=O)Cc3ccccc3)cc2CC(=O)N([C@@H](C)CO)C[C@H]1C was read as p53 PUMA act 15.
For O=C(c1ccc(CNS(=O)(=O)c2ccc(Br)cc2)cc1)N1CCCC1 the results were p53 PUMA act 2.
Screening C[C@@H]1CN([C@@H](C)CO)C(=O)CCCn2cc(nn2)CO[C@@H]1CN(C)S(=O)(=O)c1ccc2ccccc2c1 returned p53 PUMA act -3 and STK33 kin inh -2.
`C[C@H](CO)N1C[C@H](C)[C@H](CN(C)CC2CCCCC2)OCc2cn(nn2)CCCC1=O` gave STK33 kin inh -3.
For O=C(COc1ccc([N+](=O)[O-])cc1)Nc1cccc(-c2nc3cc(Cl)ccc3o2)c1 the results were p53 PUMA act 60* and STK33 kin inh 3.
C[C@H](CO)N1C[C@H](C)[C@@H](CN(C)C(=O)NC2CCCCC2)Oc2c(NC(=O)Nc3ccc4c(c3)OCO4)cccc2C1=O was read as p53 PUMA act -5.
Cc1cc(C(=O)Nc2cccc3c2O[C@@H](CN(C)CC2CC2)[C@@H](C)CN([C@@H](C)CO)C3=O)n(C)n1 was read as p53 PUMA act 17.
Screening C[C@@H]1CN([C@H](C)CO)C(=O)Cc2cc(NC(=O)C3CC3)ccc2O[C@H]1CN(C)S(=O)(=O)c1ccc(F)cc1 returned p53 PUMA act -12 and STK33 kin inh -2.
For C[C@@H]1CN([C@@H](C)CO)C(=O)Cc2cc(NC(=O)Cc3cn(C)c4ccccc34)ccc2O[C@@H]1CN(C)S(=O)(=O)c1ccc(F)cc1 the results were STK33 kin inh 0.
`C=C1C2CC[C@@]3(C)[C@H](c4ccoc4)OC(=O)C[C@]13O[C@H]1CC(=O)C(C)(C)[C@H](C(O)C(=O)OC)[C@@]21C` (some centres undefined) gave STK33 kin inh 3.
CC(C)NC(=O)N(C)C[C@H]1OCCCC[C@@H](C)Oc2ccc(NC(=O)Nc3ccc4c(c3)OCO4)cc2C(=O)N([C@H](C)CO)C[C@@H]1C was read as p53 PUMA act -2 and STK33 kin inh 0.
Screening C[C@H]1CN([C@@H](C)CO)C(=O)CCCn2nncc2CO[C@@H]1CN(C)C(=O)NC1CCCCC1 returned STK33 kin inh -1.
For CCOc1ccc(NC(=O)C2CC=CCC2C(=O)O)cc1 (centres undefined) the results were p53 PUMA act 2 and STK33 kin inh 5.
For C[C@H](CO)N1C[C@H](C)[C@H](CN(C)CC2CC2)Oc2ccc(NC(=O)C3CCCCC3)cc2C1=O the results were STK33 kin inh 0.
Screening O=C(CSc1nnc(-c2ccco2)o1)Nc1cccc2ccccc12 returned p53 PUMA act 9 and STK33 kin inh -2.
`C[C@H]1CN([C@@H](C)CO)C(=O)c2cc(NC(=O)Cn3cnnn3)ccc2O[C@@H]1CN(C)S(=O)(=O)c1ccccc1` gave STK33 kin inh -1.
Screening COc1ccccc1OCC(=O)Nc1cc(-c2nc3ccccc3[nH]2)ccc1C returned p53 PUMA act 15 and STK33 kin inh 3.
Screening O=C(COc1ccc(Cl)cc1Cl)Nc1cc(C(=O)O)cc(C(=O)O)c1 returned p53 PUMA act 4 and STK33 kin inh -8.
For O=C(O)CCNC(=O)c1ccccc1 the results were STK33 kin inh 1.
COc1ccc(CN(C)C[C@@H]2Oc3c(NC(=O)c4ccc(-c5nccs5)cc4)cccc3C(=O)N([C@@H](C)CO)C[C@H]2C)cc1 was read as p53 PUMA act -26.
`COc1ccc2nc(SCC(=O)Nc3ccc4c(c3)OCCO4)[nH]c2c1` gave p53 PUMA act 16 and STK33 kin inh -2.
For Cc1noc(C)c1S(=O)(=O)Nc1ccc2c(c1)CC(=O)N([C@@H](C)CO)C[C@@H](C)[C@H](CN(C)Cc1ccccc1)O2 the results were p53 PUMA act -9.
`COc1cc(O)cc2occ(-c3ccc(O)cc3)c(=O)c12` gave p53 PUMA act 22 and STK33 kin inh 2.
`C[C@@H]1CN([C@H](C)CO)S(=O)(=O)c2ccc(-c3ccncc3)cc2O[C@@H]1CN(C)C(=O)C1CC1` gave p53 PUMA act 11.
For CC(C)C#Cc1cnc2c(c1)C(=O)N([C@@H](C)CO)C[C@H](C)[C@H](CN(C)C(=O)Nc1cccc(F)c1)O2 the results were p53 PUMA act 7.
Screening COc1ccc(CN(C)C[C@H]2Oc3c(NC(=O)NC(C)C)cccc3C(=O)N([C@H](C)CO)C[C@H]2C)cc1 returned p53 PUMA act 7.

Compounds above with a Cl atom:
For O=C(COc1ccc([N+](=O)[O-])cc1)Nc1cc(Cl)ccc1O the results were p53 PUMA act 4 and STK33 kin inh -2.
`C[C@@H]1CN([C@@H](C)CO)C(=O)Cc2cc(NC(=O)Nc3ccc(C(F)(F)F)cc3)ccc2O[C@@H]1CN(C)Cc1ccc(Cl)c(Cl)c1` gave STK33 kin inh 0.
`O=[N+]([O-])c1nn(-c2ccc(Cl)cc2)n(O)c1=NCC1CCCO1` (centres undefined) gave p53 PUMA act -5 and STK33 kin inh 3.
Screening Cc1cc(=O)[nH]c(SCCOc2c(C)ccc(C)c2Cl)n1 returned p53 PUMA act 6 and STK33 kin inh -3.
For Cc1cc(-n2c(SCC(=O)Nc3ccccc3)nnc2-c2cccnc2)ccc1Cl the results were p53 PUMA act 7 and STK33 kin inh 4.
For O=C(COc1ccc([N+](=O)[O-])cc1)Nc1cccc(-c2nc3cc(Cl)ccc3o2)c1 the results were p53 PUMA act 60* and STK33 kin inh 3.
Screening O=C(COc1ccc(Cl)cc1Cl)Nc1cc(C(=O)O)cc(C(=O)O)c1 returned p53 PUMA act 4 and STK33 kin inh -8.

Next part
Screening C[C@@H]1CN([C@H](C)CO)C(=O)c2cc(NS(=O)(=O)c3cccs3)ccc2O[C@H]1CN(C)C(=O)Nc1ccc2c(c1)OCO2 returned p53 PUMA act 4.
For COc1ccc(NC(=O)N(C)C[C@H]2Oc3c(cccc3N(C)C)C(=O)N([C@@H](C)CO)C[C@@H]2C)cc1 the results were p53 PUMA act 6.
`Cc1c(C(=O)N(C)C2CCCCC2)sc2nc3ccc(N)cc3n12` gave p53 PUMA act 8.
Screening Cc1ccc(S(=O)(=O)N(C)C[C@@H]2Oc3ncc(C#CC4(O)CCCC4)cc3C(=O)N([C@H](C)CO)C[C@@H]2C)cc1 returned p53 PUMA act 3.
Screening C[C@@H]1CN([C@H](C)CO)C(=O)c2cc(NC(=O)Nc3ccc4c(c3)OCO4)ccc2O[C@H]1CN(C)CC1CCCCC1 returned p53 PUMA act 3 and STK33 kin inh -3.
`CC(C)NC(=O)Nc1ccc2c(c1)CC(=O)N([C@@H](C)CO)C[C@@H](C)[C@@H](CN(C)C(=O)NC1CCCCC1)O2` gave STK33 kin inh -1.
Screening C[C@@H]1CC[C@@]23CCC4(C)[C@@](C=CC5[C@@]6(C)CC[C@H](O)C(C)(C)C6CC[C@]54C)(OC2=O)C3[C@H]1C (some centres undefined) returned STK33 kin inh 0.
For Cc1noc(C)c1S(=O)(=O)N(C)C[C@H]1Oc2ccc(NC(=O)Cc3ccccc3)cc2CC(=O)N([C@@H](C)CO)C[C@@H]1C the results were STK33 kin inh -3.
`Cc1cc(C)nc(NS(=O)(=O)c2ccc(Nc3nc(-c4ccc(O)cc4)cs3)cc2)n1` gave p53 PUMA act 22 and STK33 kin inh 4.
C=CCN1C(=O)NC2(CCCCC2)C1=O was read as STK33 kin inh 0.
Screening CS(=O)(=O)N(CC(=O)Nc1ccccc1Br)c1ccc(Oc2ccccc2)cc1 returned p53 PUMA act 1 and STK33 kin inh 0.

Some of the compounds tested (hit frequency here may not be typical).
